Xi reactivation – activators of X-chromosome reactivation in mouse fibroblasts. XiGFP mouse fibroblasts, % GFP-positive cells imaging, 3 d; cells co-treated with 5-aza-dC sensitizer; scaled so ellipticine positive control = 100%. activation, % at 7.58 µM. 360,000 tested, 0.055% active;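 active = mean normalized replicate activation at least 10% and every replicate at or above 10%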;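 note: 0% = median of on-plate neutral control wells and 100% = ellipticine 6 µM median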
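Assay system: SV40-immortalized XiGFP fibroblast cells, line 68-5-11; buffer or medium: DMEM plus 5-aza-dC sensitizer; compound: one concentration, pinned; timing: compounds 3 days, fix/stain 15 min at room temperature; benchmarks: positive control ellipticine, 6 µM final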
DENV2 CPE rescue – protects cells from dengue virus 2 cytopathic effect; DENV2-infected cells, cytopathic effect rescue, plate reader; CPE inhibition, % at 9.99 µM; 350,000 tested, 1.7% active; AID 651640; in the data active = CPE inhibition above about 20%, passing the limit was not always enough; tested in BHK-21 cells;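 note: 0% = median of neutral control wells and 100% = median of positive control wells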
ARNT-TACC3 inh – disruptors of human ARNT/TACC3 interaction; AlphaScreen His-ARNT PAS-B/GST-TACC3 binding, luminescence; TACC3 fragment carries E629A point mutation; inhibition, % at 9.99 µM; 390,000 tested, 0.66% active; AID 623870;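 active = mean inhibition of replicates at least 50% and at least half of replicates each reaching 50%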;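 note: 0% = complete ARNT plus TACC3 wells and 100% = ARNT alone without TACC3; many hits fall short of the cut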
GSIS activator – primary screen for activators of insulin secretion dependent on glucose, INS-1E cells, GLuc reporter luminescence. 370,000 tested, 0.61% active. INS-1E GLuc reporter insulin secretion, 2-3 h. AID 743287. activation, % at 16.6 µM;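 active = lowest replicate activation of at least 40%, so every replicate reaches that level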;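 note: 0% = median of neutral control wells and 100% = median of IBMX positive control wells; some compounds called inactive have numbers as strong as hits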
CFTR F508del cor – CFTR F508del correction in bronchial cells. CFBE cells, YFP halide quenching; stimulated with forskolin plus potentiator P3; % fluorescence drop versus neutral controls. activity (quench increase), % at 7.58 µM. 350,000 tested, 0.36% active. AID 720511;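 active = mean added fluorescence quench of at least 8% versus neutral control, with both replicates also reaching 8%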;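 note: cells transiently co-express mutant CFTR-F508del with the halide-sensitive YFP; corrector assay measuring rescue of mutant channel to the surface after 24 h compound exposure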
PAX8 inh HTS – inhibitors of PAX8 transcriptional activity in RMG-I cells; RMG-I TPO-luciferase reporter, SteadyGlo, 24 h; inhibition, % at 12.6 µM; 360,000 tested, 1.2% active; AID 652154;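 active = mean replicate inhibition at least 60% with every replicate also reaching 60%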;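 note: luciferase light reporting Pax8 driven TPO promoter activity; plate controls were median of neutral control wells for no effect and mitoxantrone controls for full effect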
EWS-Fli inh – blocks EWS/Fli oncoprotein-driven transcription; 350,000 tested, 0.67% active; inhibition, % at 12.6 µM; A673 NR0B1-luciferase reporter, viability-normalised; AID 651661;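 active = mean inhibition of at least 50% after viability correction, with every replicate also passing that limit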;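 note: firefly luciferase signal divided by Alamar Blue viability fluorescence both relative to DMSO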
ERp5 inh – inhibitors of human ERp5; Q15084; ERp5 insulin aggregation, absorbance 650 nm, 90 min; inhibition, % at 9.99 µM; 350,000 tested, 0.05% active;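 active = mean replicate inhibition above about 25%, with every replicate also reaching it, limit read from the data, passing the limit was not always enough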
Target sequence (Q15084 whole entry, looked up): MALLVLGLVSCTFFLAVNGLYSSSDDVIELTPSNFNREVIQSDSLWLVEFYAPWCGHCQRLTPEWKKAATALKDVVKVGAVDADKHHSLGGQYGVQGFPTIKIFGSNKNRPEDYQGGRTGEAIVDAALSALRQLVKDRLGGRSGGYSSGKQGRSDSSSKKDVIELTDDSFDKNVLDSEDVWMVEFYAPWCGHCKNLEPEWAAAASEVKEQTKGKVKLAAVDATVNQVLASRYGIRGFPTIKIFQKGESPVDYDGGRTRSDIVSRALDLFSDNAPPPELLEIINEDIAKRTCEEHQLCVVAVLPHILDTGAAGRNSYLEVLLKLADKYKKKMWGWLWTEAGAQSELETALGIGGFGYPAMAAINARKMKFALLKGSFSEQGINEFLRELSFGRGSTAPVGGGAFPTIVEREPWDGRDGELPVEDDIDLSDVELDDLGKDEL
The depositor's hits bear a star; / = no result given; & = joins results of further samples.

SMILES | Xi reactivation | DENV2 CPE rescue | ARNT-TACC3 inh | GSIS activator | CFTR F508del cor | PAX8 inh HTS | EWS-Fli inh | ERp5 inh
CC(C(=O)Nc1ccccc1-c1ccccc1)N1CCN(C(=O)c2ccccc2)CC1 (configuration not stated) | 0.4 | 3 | 6 | -17 | -8.6 | 11 | -1 | 3
Cc1ccc(C(=O)N/C(=C\c2ccc3c(c2)OCO3)C(=O)Nc2ccc(C(=O)O)cc2)cc1 | 0.0 | -5 | 0 | -1 | 2.9 | -11 | -4 | 4
CC(=O)OC(=C(OC(C)=O)c1ccccc1)c1ccccc1 | 0.2 | 7 | -7 | 20 | -2.0 | 5 | 6 | 0
Cc1ccc(S(=O)(=O)Nc2cccc3c2O[C@@H](CN(C)CC2CCCCC2)[C@@H](C)CN([C@@H](C)CO)C3=O)cc1 | 0.0 | 8 | -7 | -6 | -0.7 | 10 | -11 | 1
C[C@H]1CN([C@@H](C)CO)C(=O)CCCn2nncc2CO[C@H]1CN(C)Cc1ccc(C(=O)O)cc1 | -0.2 | -6 | / | -7 | 4.1 | -13 | 2 | -2
CCc1nnc(SC(C)C(=O)Nc2nccs2)n1C (configuration not stated) | 0.6 | -1 | -13 | 8 | -0.1 | 5 | 3 | 2
Cc1ccc(N=CC2=C(O)CC(c3ccc(Cl)cc3)CC2=O)cc1 (configuration not stated) | 0.1 | 1 | -4 | -8 | -2.2 | 146* | 6 | -2
CCN(CC)CCN1C(=O)C(=O)/C(=C(/O)c2ccc(OC(C)C)cc2)C1c1cccs1 (configuration not stated) | 0.1 | -3 | -2 | -4 | 0.8 | -47 | -42 | 0
COCC(=O)N1C[C@H](C)[C@H](OC)CN(C)C(=O)c2ccc(NC(=O)NC(C)C)cc2OC[C@H]1C | 0.6 | 1 | -4 | -2 | 2.2 | / | -3 | -5
COc1ccc(/C=C2\SC(=S)N(CCCC(=O)N3CCOCC3)C2=O)cc1OC | 0.6 | 7 | -6 | 3 | 0.7 | 15 | 0 | 3
CCC(=O)N(C)C[C@H]1[C@H](c2ccc(-c3ccccc3F)cc2)[C@@H](CO)N1C(C)=O | 0.2 | -4 | 9 | -4 | 1.0 | 2 | 2 | 0
Cc1ccc(S(=O)(=O)N2CCN(c3ccccc3)CC2)cc1C(=O)NC1CCCCC1 | 0.2 | -6 | -3 | -25 | -6.0 | 21 | / | -1
O=C(Cn1ccc([N+](=O)[O-])n1)NCc1nc2ccccc2[nH]1 | 0.1 | -5 | 3 | -2 | 2.3 | 3 | -12 | 4
Cc1ccc(S(=O)(=O)NCC2(c3ccccc3)CCOCC2)cc1 | -0.1 | 0 | -5 | 14 | 2.4 | 12 | 2 | 2
CN1[C@@H]2c3ccc(-c4ccc(F)cc4)c(=O)n3C[C@H]1[C@H](CO)[C@H]2C(=O)Nc1nccs1 | 0.2 | -8 | -5 | 5 | 1.2 | -21 | -5 | 4
Cc1ccc(-n2c(=O)[nH]c3ncccc3c2=O)cc1 | 0.1 | -3 | 4 | 1 | -5.1 | -19 | 6 | 5
Cn1cc(/C=C/C(=O)N2CCCC(C(=O)c3ccc(C(C)(C)C)cc3)C2)cn1 (configuration not stated) | 0.0 | -4 | 1 | -4 | 0.7 | -6 | 2 | -8
CCOC(=O)C(NCCc1ccc(F)cc1)(NC(=O)CC)C(F)(F)F (configuration not stated) | -0.1 | 9 | -5 | -7 | / | 0 | 2 | 4
CCCNC(=O)C(Cc1ccc(Cl)cc1)NC(=O)c1ccc(-c2ccccc2)cc1 (configuration not stated) | 0.0 | 0 | -1 | 9 | -2.9 | 9 | -5 | 4
COc1ccccc1[C@]1(C)ON(c2ccccc2C(F)(F)F)C1=O | 0.0 | 5 | -14 | -7 | -1.1 | 48 | 1 | 14
COCCN(C(=O)COC(=O)c1ccccc1NCc1ccco1)c1c(N)n(Cc2ccccc2)c(=O)[nH]c1=O | 0.1 | -4 | -11 | -21 | 0.2 | 0 | 9 | -8
O=C(CSc1ccc(Cl)cc1)NN=C1CCCCCC1 | 0.0 | 7 | -7 | -16 | -1.4 | 1 | 0 | 2
Cc1c(NC(=O)c2c([N+](=O)[O-])cnn2C)c(=O)n(-c2ccccc2)n1C | 0.2 | 5 | -4 | 3 | -1.9 | -4 | -5 | 0
O=C(Cc1ccccc1)Nc1ccc(SC(F)F)cc1 | 0.0 | 2 | -3 | -20 | 4.8 | -145 | -129 | -2
COc1ccc(CN2CN(S(=O)(=O)c3ccccc3)c3nc4ccccc4nc32)cc1 | 0.8 | -1 | 2 | -5 | -0.2 | -4 | -15 | 0

Another view of some results above:
Screens in order – Xi reactivation, DENV2 CPE rescue, ARNT-TACC3 inh, GSIS activator, CFTR F508del cor, PAX8 inh HTS, EWS-Fli inh, ERp5 inh
CN1[C@@H]2c3ccc(-c4ccc(F)cc4)c(=O)n3C[C@H]1[C@H](CO)[C@H]2C(=O)Nc1nccs1
 : 0.2, -8, -5, 5, 1.2, -21, -5, 4
Cc1ccc(-n2c(=O)[nH]c3ncccc3c2=O)cc1
 : 0.1, -3, 4, 1, -5.1, -19, 6, 5
Cn1cc(/C=C/C(=O)N2CCCC(C(=O)c3ccc(C(C)(C)C)cc3)C2)cn1 (configuration not stated)
 : 0.0, -4, 1, -4, 0.7, -6, 2, -8
CCOC(=O)C(NCCc1ccc(F)cc1)(NC(=O)CC)C(F)(F)F (configuration not stated)
 : -0.1, 9, -5, -7, /, 0, 2, 4
CCCNC(=O)C(Cc1ccc(Cl)cc1)NC(=O)c1ccc(-c2ccccc2)cc1 (configuration not stated)
 : 0.0, 0, -1, 9, -2.9, 9, -5, 4
COc1ccccc1[C@]1(C)ON(c2ccccc2C(F)(F)F)C1=O
 : 0.0, 5, -14, -7, -1.1, 48, 1, 14
COCCN(C(=O)COC(=O)c1ccccc1NCc1ccco1)c1c(N)n(Cc2ccccc2)c(=O)[nH]c1=O
 : 0.1, -4, -11, -21, 0.2, 0, 9, -8
O=C(CSc1ccc(Cl)cc1)NN=C1CCCCCC1
 : 0.0, 7, -7, -16, -1.4, 1, 0, 2
Cc1c(NC(=O)c2c([N+](=O)[O-])cnn2C)c(=O)n(-c2ccccc2)n1C
 : 0.2, 5, -4, 3, -1.9, -4, -5, 0
O=C(Cc1ccccc1)Nc1ccc(SC(F)F)cc1
 : 0.0, 2, -3, -20, 4.8, -145, -129, -2
COc1ccc(CN2CN(S(=O)(=O)c3ccccc3)c3nc4ccccc4nc32)cc1
 : 0.8, -1, 2, -5, -0.2, -4, -15, 0

Going on with the list:
SMILES | Xi reactivation | DENV2 CPE rescue | ARNT-TACC3 inh | GSIS activator | CFTR F508del cor | PAX8 inh HTS | EWS-Fli inh | ERp5 inh
COc1ccc(NC(=O)c2cc(-c3ccccn3)nc3ccccc23)cc1S(=O)(=O)N(C)C | 0.2 | 0 | 3 | 1 | -0.9 | 39 | 6 | 0
COc1ccc(CCNC(=S)NCc2cccs2)cc1OC | 0.0 | -1 | -2 | -17 | -2.1 | -9 | 8 | 2
Oc1c(Cl)cc(Cl)c(Cl)c1Cc1c(O)c(Cl)cc(Cl)c1Cl | 4.1 | -9 | -1 | -11 | -2.0 | 107* | 50* | 4
Cc1ccc([N+](=O)[O-])cc1S(=O)(=O)N1CCCCC1C(=O)O (configuration not stated) | 0.7 | / | -6 | 9 | 0.7 | -4 | 1 | -7
CCOC(=O)C1=CCN(S(=O)(=O)c2ccccc2Cl)C1c1ccc(C)cc1 (configuration not stated) | 0.0 | -3 | / | -16 | -0.7 | -13 | -6 | 6
COc1ccccc1NC(=S)c1ccccc1 | 0.0 | / | 3 | 16 | / | -41 | / | /
CCOc1ccc(S(=O)(=O)N2CCN(C(=S)NCC3CCCO3)CC2)cc1 (configuration not stated) | 0.2 | -1 | 0 | -32 | -1.2 | -1 | 14 | -2
CN1CCN(C(=O)/C(=C\c2ccc3c(c2)OCO3)NC(=O)c2cccs2)CC1 | 0.0 | 0 | / | 10 | 2.3 | 9 | 2 | 2
C[C@@H]1CN([C@H](C)CO)C(=O)CCCn2cc(nn2)CO[C@H]1CN(C)S(=O)(=O)c1ccc(Oc2ccccc2)nc1 | 0.0&-0.3 | -15&0 | / | 11 | -1.0&-1.5 | -8 | 8&-3 | -3&11
CN(CCOc1ccc(Cl)cc1)C(=O)c1cccc(S(=O)(=O)N2CCN(c3ccccc3)CC2)c1 | 0.6 | 3 | -2 | -31 | 8.6* | 38 | 13 | 3
COC(=O)c1cccc(NC(=O)C(C)N2C(=O)c3ccccc3C2=O)c1 (configuration not stated) | / | 3 | 0 | 2 | -0.5 | / | -1 | 7
COc1ccc(S(=O)(=O)N2CCCCCC2)cc1C(=O)N(C)Cc1ccc(Cl)cc1Cl | 0.0 | -5 | 5 | -64 | -0.6 | 14 | 6 | 12
CO[C@@H]1CN(C)C(=O)c2cc(NS(=O)(=O)c3ccccc3F)ccc2OC[C@H](C)NC[C@H]1C | -0.2 | -14 | -6 | 3 | -2.8 | / | -2 | -4
O=C(c1ccc2c(c1)OCO2)N1CC(=O)N2[C@H](C1)[C@H](c1ccc(C#CCC3CCCC3)cc1)[C@@H]2CO | 0.1 | 1 | / | 5 | 7.7 | 50 | 7 | 0
Cc1ccc(NS(=O)(=O)c2ccc(-c3coc(C)n3)cc2)c(C)c1 | 0.0 | 3 | -21 | -5 | 0.8 | -11 | / | 4
O=C(NCCCn1ccnc1)/C(=C/c1ccco1)NC(=O)c1ccco1 | 0.0 | 4 | 31 | / | -2.3 | 16 | 0 | 3
COc1ccc([N+](=O)[O-])cc1NC(=O)CCc1ccccc1 | 0.1 | / | 2 | 4 | / | 11 | / | /
O=C(c1ccccc1)c1ccc(-n2ccnc2)c([N+](=O)[O-])c1 | 0.0 | 2 | 1 | 12 | -0.3 | -1 | 8 | 1
CN(C)c1cccc(C(=O)OC(C(=O)Nc2ccc([N+](=O)[O-])cc2Br)c2ccccc2)c1 (configuration not stated) | 0.1 | -10 | -5 | / | -1.7 | 39 | 3 | -1
O=S(=O)(NCC1CCCO1)c1cc(Cl)ccc1Cl (configuration not stated) | / | / | 0 | 8 | 0.0 | / | -53 | 5
O=C(C[C@@H]1CC[C@H](NS(=O)(=O)c2ccc(F)cc2)[C@H](CO)O1)NC1CCCCC1 | 0.0 | -1 | -2 | -5 | 1.6 | 15 | 0 | -11
O=S(=O)(c1cc(Cl)sc1Cl)N1CCCC1 | 0.0 | 2 | -8 | 11 | 0.7 | 2 | 13 | 4
CCCNC(=O)C[C@H]1CC[C@@H]2[C@H](COC[C@H](O)CN2C(=O)Nc2cccc(Cl)c2)O1 | 0.4 | -1 | -3 | -18 | -1.4 | / | / | -2
COc1ccc(C2C(C#N)=C(C)NC3=C2C(=O)c2ccccc23)cc1 (configuration not stated) | / | 3 | 7 | 7 | / | / | / | 4
CCc1ccc(/C=C2/SC(=S)N(CCC(=O)Nc3cccnc3)C2=O)cc1 | -0.1 | 14 | -1 | 16 | -3.1 | -6 | / | 2
CC(C)CNC(=O)c1ccc(NC(=O)c2cccs2)cc1 | -0.1 | -7 | 1 | / | / | -38 | -29 | -8
O=C(c1cc(-c2cccs2)nc2ccccc12)N1CCN(c2ccccc2)CC1 | 0.0 | -4 | 4 | 0 | -0.2 | 27 | -7 | 2
CC1CN(C(=O)COC(=O)c2ccc(N)c([N+](=O)[O-])c2)CC(C)O1 (configuration not stated) | 0.0 | / | 1 | 25 | / | -2 | / | /
